KDM5B inhibitor = Primary screen for KDM5B Histone Demethylases FDH-coupled qHTS; Lysine-specific demethylase 5B (Homo sapiens), Q9UGL1; Potency, µM (doses to about 57.7 µM), for inactives: at the highest dose activity change, negative = inhibition, usual class: inhibitors; 2.6% of 220,000 active; KDM5B demethylase, FDH-coupled NADH fluorescence (FDH is formaldehyde dehydrogenase); active = well fitted inhibition curve with a large enough effect; inconclusive = small, poorly fitted or top-dose-only effect; inactive = no such curve, though single readings can be large or run the other way; note: 0% is about no effect; nearly all actives have a fitted effect of over 70% in size
Target sequence (Q9UGL1 whole entry, looked up): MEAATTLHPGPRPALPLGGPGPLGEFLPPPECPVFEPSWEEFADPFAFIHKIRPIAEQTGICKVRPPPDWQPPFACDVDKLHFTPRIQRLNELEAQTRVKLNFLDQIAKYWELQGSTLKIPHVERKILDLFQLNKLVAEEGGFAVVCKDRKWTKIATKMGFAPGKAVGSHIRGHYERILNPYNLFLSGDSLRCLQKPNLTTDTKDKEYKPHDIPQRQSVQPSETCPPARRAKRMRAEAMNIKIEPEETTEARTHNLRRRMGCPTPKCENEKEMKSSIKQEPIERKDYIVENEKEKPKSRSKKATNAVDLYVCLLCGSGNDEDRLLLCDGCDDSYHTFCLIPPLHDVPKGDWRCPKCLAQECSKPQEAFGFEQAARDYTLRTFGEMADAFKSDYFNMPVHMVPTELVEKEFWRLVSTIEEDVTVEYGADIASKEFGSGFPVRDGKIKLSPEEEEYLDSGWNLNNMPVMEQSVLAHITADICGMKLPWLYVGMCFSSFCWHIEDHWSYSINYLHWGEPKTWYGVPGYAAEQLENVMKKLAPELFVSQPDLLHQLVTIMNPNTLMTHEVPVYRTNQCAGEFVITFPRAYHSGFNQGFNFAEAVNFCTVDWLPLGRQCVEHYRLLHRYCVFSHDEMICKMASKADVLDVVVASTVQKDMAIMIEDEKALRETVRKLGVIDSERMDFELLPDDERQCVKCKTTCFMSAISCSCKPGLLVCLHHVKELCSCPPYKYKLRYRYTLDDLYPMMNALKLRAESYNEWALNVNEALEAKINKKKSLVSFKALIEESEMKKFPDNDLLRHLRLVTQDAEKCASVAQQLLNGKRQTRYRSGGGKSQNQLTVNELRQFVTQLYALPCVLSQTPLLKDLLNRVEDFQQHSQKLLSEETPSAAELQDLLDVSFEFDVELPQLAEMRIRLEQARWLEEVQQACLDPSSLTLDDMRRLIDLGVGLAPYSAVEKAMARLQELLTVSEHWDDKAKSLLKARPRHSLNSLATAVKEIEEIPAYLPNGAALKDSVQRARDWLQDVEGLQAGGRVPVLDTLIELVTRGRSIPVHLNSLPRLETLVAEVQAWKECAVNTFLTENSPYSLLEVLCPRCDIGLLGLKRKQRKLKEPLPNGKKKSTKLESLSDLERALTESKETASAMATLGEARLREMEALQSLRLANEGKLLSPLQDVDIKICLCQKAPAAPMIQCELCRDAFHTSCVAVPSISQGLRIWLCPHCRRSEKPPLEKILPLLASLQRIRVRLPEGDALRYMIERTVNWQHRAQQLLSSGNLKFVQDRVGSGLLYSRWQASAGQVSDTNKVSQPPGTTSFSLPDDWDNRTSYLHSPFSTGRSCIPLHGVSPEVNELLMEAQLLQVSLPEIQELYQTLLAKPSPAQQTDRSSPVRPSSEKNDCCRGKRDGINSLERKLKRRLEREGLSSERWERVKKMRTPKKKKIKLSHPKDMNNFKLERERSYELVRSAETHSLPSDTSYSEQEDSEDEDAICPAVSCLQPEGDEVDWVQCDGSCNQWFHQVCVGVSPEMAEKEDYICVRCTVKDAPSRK
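Coupled FDH/NAD⁺ fluorescence readout. KDM5BΔAP 200 nM final; compound titration, 10 min RT preincubation; substrate mix 12.5 µM H3K4me3, 25 µM 2-OG, 50 µM Fe(II), 100 µM ascorbate, 0.25 mM NAD⁺, 0.25 U/mL FDH; ΔRFU over 30 min.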
Starred values were filed as active, the others as inactive; ? = inconclusive; & = joins results of further samples; [ ] = remark or other dose. Potency is the fitted concentration of half-maximal effect. These rows are one share of the data; count on the stated rates, not on these rows.

SMILES	KDM5B inhibitor
C/C(Cl)=C/C[N+](C)(C/C=C(\C)Cl)Cc1ccccc1 (centres undefined)	-18%
COC[C@@H]1CN(C(=O)c2ccc(Cl)cc2OC)C[C@H]1C(N)=O	2%
CCCN(CCC)C(=O)[C@H]1CCC[C@H]1NC(=O)c1ccc(OC)nc1	16%
CCOC(=O)C1CCCN(C(=O)c2nn(-c3ccc(OC)cc3)c(=O)c3c2c2ccccc2n3C)C1 (centres undefined)	-25%
O=C(Nc1cccc(C(F)(F)F)c1)c1cc(Br)cc2c1OCC2	82%[activator]
CC(=O)c1ccc(S(=O)(=O)N2CCNCC2)cc1	-22%
O=C(CCC(=O)OCc1ccc([N+](=O)[O-])cc1Cl)Nc1ccccc1	18%
CCN(C(=O)c1cn(-c2cccc(OC)c2)c(=O)c2ccccc12)c1ccccc1C	-25%
O=C(Cc1ccccn1)N1CCCC(c2nn(-c3ccccc3)c(=O)[nH]2)C1 (centres undefined)	-20%
O=S(=O)(c1ccccc1)c1nc(-c2ccc(F)cc2)oc1NCc1ccccc1	?
Cc1cc(Cl)ccc1S(=O)(=O)Nc1cccc(NC(N)=O)c1	5%
CC1CCC2(CC1)OCC(C(=O)NC1CCCCC1)N2C(=O)c1ccc(F)cc1 (centres undefined)	10%
O=C(NCC1CN(Cc2ccccc2)CCO1)C1CCCCC1 (centres undefined)	-1%
CC1(c2noc(C3CC3)n2)CCN(C(=O)CCC(=O)N2CC(=O)Nc3ccccc32)CC1	-8%
Cc1ccc(C(=O)N2CCC3(CC2)CC(N(C(=O)NC(C)C)C2CC2)CCO3)cn1 (centres undefined)	-16%
O=Cc1cccc(-c2cccc(C(F)(F)F)c2)c1	-3%[149 µM]
O=C(NCc1ccccc1)C(=O)NCC(c1cccs1)S(=O)(=O)c1cccs1 (centres undefined)	-1%
COc1ccc(Nc2cnc3ccc(-c4ccc(F)cc4)nn23)cn1	-19%[86.2 µM]
CCN(CC)C(=O)COc1ccc(-c2nnc(Nc3ccc(OC)c(C(=O)NC)c3)c3ccccc23)cc1	1%&-27%
CCc1cccc(C)c1NC(=O)Cn1ccn2nc3c(c2c1=O)CCCC3	?
COc1ccc(S(=O)(=O)N2CCN(S(=O)(=O)c3ccc4ccccc4c3)CC2)cc1	15%
CCOc1ccc(CCNC(=O)CN2C(=O)COc3ccc(S(=O)(=O)N4CCC(C)CC4)cc32)cc1	?
COc1ccc(Nc2nc3ccccc3nc2NS(=O)(=O)c2cccc(Cl)c2)cc1	7%
O=C(NCc1nc(-c2cccs2)no1)c1ccc(Oc2cccnc2)cc1	-11%
CC(C)(C)c1ccc(C(=O)N2CCC3(C2)NC(=O)N(Cc2ccc(Cl)cc2)C3=O)cc1 (centres undefined)	3%
COc1ccc(C[C@H](NC(=O)C2=C[C@@H](NC(=O)Nc3ccc(OC(F)(F)F)cc3)[C@@H](O)[C@H](O)C2)C(N)=O)cc1	-7%
COC(=O)c1cc2occc2n1Cc1cccc(C)c1	-26%
COc1ccc(NC(=O)c2c(NC(=O)c3ccncc3)sc3c2CCC(C(C)(C)C)C3)cc1 (centres undefined)	?
CCc1ccccc1NC(=O)N1CCc2c([nH]c3ccccc23)C1c1ccc(C)cc1 (centres undefined)	?
COc1cccc(CC(=O)NC2CCN(C(=O)N3CC4CC(C3)[C@H]3CCCC(=O)N3C4)CC2)c1 (some centres undefined)	-11%
COc1ccc(-c2nc(CSc3nc4ncccc4[nH]3)c(C)o2)cc1OC	?
O=C(O)COc1ccc(S(=O)(=O)Nc2ccc(Cl)c(Cl)c2)cc1	10%
COc1cccc([C@@H]2CN(C(=O)c3n[nH]c4c3CCCC4)C[C@H]2C(=O)O)c1	-19%
O=C(Nc1ccccc1C(F)(F)F)n1ncc2cc(Cl)ccc21	-48%
CCOc1ccc(NC(=O)CN(C)C(=O)c2cccnc2Sc2ccc(C)c(C)c2)cc1OCC	-19%
Cc1cccc(CN2CCCCCCN(C)C(=O)[C@@H]3CCC[C@@H]32)c1	?
O=C(Cn1nc(N2CCN(c3ccccc3)CC2)ccc1=O)NC1CCCCCCC1	10%
COc1ccc(NC(=O)c2cc(C)nc3c2c(C)nn3-c2cccc(Cl)c2C)c(OC)c1	-17%
Cc1ccsc1CNS(=O)(=O)c1cccs1	19%
COc1ccc(-c2cn3nc(N4CCC(C(=O)Nc5cc(Cl)ccc5OC)CC4)sc3n2)cc1	-2%
COc1ccc(N2C(=O)CCSC23C(=O)N(Cc2ccc(F)cc2)c2ccccc23)cc1Cl (centres undefined)	-21%
O=C(O)c1ccc(/C=N\Nc2ccccn2)cc1	-5%
O=C(NCc1ccccc1)C1=NO[C@@H]2CN(Cc3cccc(F)c3)C[C@H]12	-15%[86.2 µM]
Cc1ccc(NC(=O)Cn2nnc(C(=O)NCCc3ccccc3)c2N)cc1C	-12%
COCCCNC(=O)c1cc2cc(C)ccc2nc1C	9%

Exported with bars between the fields: 7 of the compounds above.
SMILES | KDM5B inhibitor
O=C(O)COc1ccc(S(=O)(=O)Nc2ccc(Cl)c(Cl)c2)cc1 | 10%
COc1ccc(-c2cn3nc(N4CCC(C(=O)Nc5cc(Cl)ccc5OC)CC4)sc3n2)cc1 | -2%
COc1ccc(N2C(=O)CCSC23C(=O)N(Cc2ccc(F)cc2)c2ccccc23)cc1Cl (centres undefined) | -21%
O=C(Cn1nc(N2CCN(c3ccccc3)CC2)ccc1=O)NC1CCCCCCC1 | 10%
Cc1ccsc1CNS(=O)(=O)c1cccs1 | 19%
COc1ccc(-c2nc(CSc3nc4ncccc4[nH]3)c(C)o2)cc1OC | ?
Cc1ccc(NC(=O)Cn2nnc(C(=O)NCCc3ccccc3)c2N)cc1C | -12%

(next part)
SMILES	KDM5B inhibitor
CCC(NC(=O)c1ccccc1NC(=O)c1ccccc1)C(=O)NNC(=O)c1cccnc1 (centres undefined)	5%
COc1ccc(N(CC(=O)N2CCN(c3cccc(OC)c3)CC2)S(=O)(=O)c2c(C)noc2C)cc1	-16%
CCOC(=O)C1CCN(C(=O)Cn2ncc3c4ccccc4n(Cc4ccc(F)cc4)c3c2=O)CC1	?
COCCN(Cc1c(C)nn(C)c1C)CC1[C@H]2CNC[C@@H]12 (some centres undefined)	-5%
O=C(Nc1ccccc1)C1CCN(S(=O)(=O)c2ccc3c(c2)CCCN3C(=O)C2CCC2)CC1	-3%
Cc1cc(Cl)cc(C)c1OCC(=O)NCCc1nnc2ccccn12	-4%
CCOc1ccc(C(=O)Nc2ccc3nc(SCc4ccccc4)sc3c2)cc1	-12%
Cc1cc(=O)n2nc(N3CCC(C(=O)NCc4ccc(F)cc4)CC3)sc2n1	-24%
COc1ncccc1-c1ccnc(-c2nnc(C)n2Cc2ccccc2)c1	28µM*
Cc1ccccc1N1CCN(C(=O)c2cc3cn(C4CC4)cc3s2)CC1	?
CN=c1scc(-c2ccccc2)n1/N=C/c1ccsc1	-16%
O=C(O)c1ccc(N/N=C/C2=Cc3ccccc3OC2)cc1	-37%
COC(=O)c1ccc(Oc2coc3cc(OS(C)(=O)=O)ccc3c2=O)cc1	3%
CN1CCCCCC(O)c2cc(C(=O)N3CCc4ccccc43)ccc21 (centres undefined)	?
O=C(c1ccccc1)N1CCN(c2cc(-c3ccc(F)cc3)[nH]n2)CC1	-7%
O=S1(=O)CCN2C(c3ccccc3Cl)=CSC2=N1	13%
Cc1cccnc1NC(=O)C1CC(=O)N(Cc2ccco2)C1 (centres undefined)	6%
COc1cccc(CNS(=O)(=O)c2ccc3c(c2)N(C(C)=O)CCO3)c1	19%
OCC1(CN2CCCC2)CCN(Cc2ccc(Cl)cc2F)CC1	6%
COC(=O)c1c(NC(=O)COc2ccc(C)cc2Br)sc2c1CCCC2	5%[11.5 µM]
O=C(C1CCN(S(=O)(=O)c2cccc3nonc23)CC1)N1CCN(c2ccccc2)CC1	0%
Cn1cccc1C(=O)N1CCC(N2C(=O)C3(CCCC3)C2c2ccccc2)CC1 (centres undefined)	4%
Cn1cc(CN2CCOC[C@H]2c2nc(C(C)(C)C)co2)c2ccccc21	-13%[86.2 µM]
Cc1ccc(S(=O)(=O)n2cnc3cc(C)c(C)cc32)cc1C	10%
CCOc1cccc2sc(N(Cc3cccnc3)C(=O)c3ccc(C#N)cc3)nc12	1%
CC1(C(=O)N2CC=C(c3ccccc3)CC2)CCCCC(=O)N1 (centres undefined)	-16%
O=C(NC1(C(F)(F)F)C(=O)Nc2c1c(=O)[nH]c(=O)n2CCc1ccccc1)c1ccc(Cl)cc1Cl (centres undefined)	-24%
Cc1ccc(-c2nc(CS(=O)CC(=O)N3CCN(c4ccc(F)cc4)CC3)c(C)o2)cc1 (centres undefined)	6%
COc1ccc(N(C)C(=O)C2CCN(S(=O)(=O)c3cccc4nonc34)CC2)c(OC)c1	-13%
O=C1NCc2ccccc2CC12CCN(Cc1ccc(F)c(Cl)c1)C2 (centres undefined)	31%[activator][115 µM]
CN1c2cc(C(=O)NC3CCCCCCC3)ccc2C(=O)N2CCCC21 (centres undefined)	?
O=C1CCNCCCOCCN1	?
O=C(CCc1nc2ccccc2s1)N1CCC(c2noc(-c3ccccc3)n2)C1 (centres undefined)	-15%
CCN1C(=O)Cc2ccccc2C1C(=O)N(C)Cc1ccco1 (centres undefined)	?
CC(C)(O)C#Cc1ccc(C2NCCS2)cc1 (centres undefined)	?
CCC(C(=O)Nc1ccc(OC)cc1)n1nc(-c2cc(C)ccc2C)ccc1=O (centres undefined)	-12%
CCC1c2ccsc2CCN1C(=O)CNC(=O)c1ccc(Cl)c(Cl)c1 (centres undefined)	-2%
COC(=O)[C@H](Cc1ccc(OC)cc1)NC(=O)[C@@H]1CN(C(=O)NC(C)C)CCN1C(=O)C1CCCCC1	32%
CC(C)CCN1CCc2ncc(C(=O)NCCOc3ccccc3)n2CC1	-19%[86.2 µM]
COc1ccc(Cn2ccc3nc(C)c(C(=O)Nc4ccc(F)cc4)cc3c2=O)cc1	-16%
O=C(Cc1cccc(F)c1)N1CCC2(CC1)CN(c1ncccn1)CC2CO (centres undefined)	22µM*
O=C1NCCCCCCN(C(=O)CC(F)(F)F)[C@H]2C[C@H](c3nc(-c4cccnc4)no3)C[C@@H]12	-10%
N#Cc1ccc(-c2csc(-c3ccncc3)n2)cc1	-30%
COC(=O)C1CCN([C@H]2[C@@H]3OC[C@@H](O3)[C@@H](NC(=O)Nc3ccc(F)cc3)[C@@H]2O)CC1	-3%[86.2 µM]
CN(C(=O)c1ccsc1)C1CCc2nn(C)c(=O)n2CC1 (centres undefined)	-17%

Sorted by length of the SMILES (smallest number first): some entries from above
SMILES	KDM5B inhibitor
O=C1CCNCCCOCCN1	?
CC(C)(O)C#Cc1ccc(C2NCCS2)cc1 (centres undefined)	?
CCN1C(=O)Cc2ccccc2C1C(=O)N(C)Cc1ccco1 (centres undefined)	?
CCC1c2ccsc2CCN1C(=O)CNC(=O)c1ccc(Cl)c(Cl)c1 (centres undefined)	-2%
O=C(CCc1nc2ccccc2s1)N1CCC(c2noc(-c3ccccc3)n2)C1 (centres undefined)	-15%
CCC(C(=O)Nc1ccc(OC)cc1)n1nc(-c2cc(C)ccc2C)ccc1=O (centres undefined)	-12%
O=C1NCCCCCCN(C(=O)CC(F)(F)F)[C@H]2C[C@H](c3nc(-c4cccnc4)no3)C[C@@H]12	-10%

Later entries
SMILES	KDM5B inhibitor
CN(C)C(CNC(=O)c1cc(=O)c2cc(Cl)ccc2o1)c1ccco1 (centres undefined)	6%
CCOc1ccc(-n2c(SCC(=O)c3ccccc3)nc3c([nH]c4ccccc43)c2=O)cc1	-18%
COc1ccc(OCC2(C)COc3ccc(C(=O)Nc4ccn(C)n4)cc3N2)cc1 (centres undefined)	32µM*
CC(C)(C)NC(=O)N1CCC2(CC1)C(=O)N(CC(=O)NCC1CCCO1)CN2c1ccccc1 (centres undefined)	9%
Cc1cccc(-n2c(=O)c3c(n4cnnc24)-c2ccccc2CC32CCCCC2)c1	8%
COc1ccc(/C=N/Nc2ccccc2C(=O)O)cc1	?
Cc1noc(-c2ccc(OC3CN(C(=O)Nc4ccccc4)C3)cc2)n1	-27%
O=c1cc(NC2CCCCC2)[nH]c(=O)[nH]1	-8%
CN1CCC([C@@H]2CN(C(=O)c3ccc4cc[nH]c4c3)C[C@H]2C(N)=O)CC1	20µM*
COc1ccc2c(c1)sc1ncc(C(=O)NCc3cccc(Cl)c3)c(=O)n12	-8%
CCOc1cc(S(=O)(=O)NC2CC(C)(C)NC(C)(C)C2)ccc1Cl	24%
Cc1cc(OCC(=O)N(Cc2cccs2)c2ccccn2)ccc1Cl	0%
COc1ccc2nc(NC(=O)c3nc(S(=O)(=O)Cc4ccccc4F)ncc3Cl)sc2c1	8%
COc1ccccc1CC(=O)N1CCC(Cc2nc(-c3ccccc3)no2)CC1	21%
CC(Oc1ccccc1)C(=O)N1CCN(Cc2cc(=O)n3nc(-c4ccccc4F)sc3n2)CC1 (centres undefined)	11%
C#CCNC(=O)NC(CC(C)C)c1ccccc1 (centres undefined)	-1%
CS(=O)(=O)N[C@H]1C[C@H]2C(=O)Nc3cc(Cl)ccc3C(=O)N2C1	20%[86.2 µM]
Cc1cc(OC2CCCCC2)nc(NCc2ccccc2)n1	14%
O=C(Nc1cccc(F)c1)N1CCC(O)(c2csc(CN3CCOCC3)n2)CC1	11%[86.2 µM]
CCOc1ccc(NS(=O)(=O)c2ccc3[nH]c4c(c3c2)CCCC4)cc1	?
CS(=O)(=O)c1oc(-c2ccc(F)cc2)nc1S(=O)(=O)c1ccc(Cl)cc1	-76%
Cn1nc(C(=O)OCCOc2ccc(Cl)cc2)c2ccccc2c1=O	-21%
CCC(Cn1nnc2ccccc2c1=O)NC(=O)Nc1cc(Cl)ccc1OC (centres undefined)	2%
COc1ccc(NC(=O)c2ccc3c(c2)nnn3C2CCCC2)cc1Cl	-10%
